NR2E3 ag-1: activates human photoreceptor nuclear receptor NR2E3 | GST-NR2E3/biotin-RetCOR TR-FRET, 1536-well | inhibition of corepressor binding, % at 4.78 µM | Q9Y5X4 | 320,000 compounds, 0.12% hits | AID 2300;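 active = percent inhibition above the cutoff of mean plus 3 SD of all tested compounds, set per screening campaign, cut at about 20% in these data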;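 also: 0% = DMSO wells and 100% = biotin wells as full block of FRET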
Target sequence (Q9Y5X4 whole entry, looked up): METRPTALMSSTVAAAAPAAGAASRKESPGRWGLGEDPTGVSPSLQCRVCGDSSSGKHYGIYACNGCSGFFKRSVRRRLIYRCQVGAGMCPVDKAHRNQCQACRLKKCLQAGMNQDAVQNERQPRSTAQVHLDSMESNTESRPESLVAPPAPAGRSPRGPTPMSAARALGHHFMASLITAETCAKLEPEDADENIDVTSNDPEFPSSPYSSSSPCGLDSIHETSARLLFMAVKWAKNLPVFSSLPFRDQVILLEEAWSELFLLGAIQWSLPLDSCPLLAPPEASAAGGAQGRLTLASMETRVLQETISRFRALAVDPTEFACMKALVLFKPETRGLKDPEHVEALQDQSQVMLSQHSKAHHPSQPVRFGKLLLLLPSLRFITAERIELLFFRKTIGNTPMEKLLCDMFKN
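System: GST-tagged NR2E3 plus biotinylated RetCOR corepressor; Buffer or medium: pH 7.5 Tris-based buffer; Probe or stimulus: RetCOR corepressor, biotinylated, 7 nM; Doses: compound at 4.8 µM, single dose; Schedule: 5 h incubation at 4 °C; Technique: time-resolved FRET; Evaluation: percent inhibition of TR-FRET ratio; Replication: one well per compound, singlicate testing.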
KKLEB cytotox: counter-screen for CF NF-kB inhibitors: cytotoxicity. 360,000 compounds, 0.36% hits. KKLEB CF airway cells viability, ATPlite luminescence, overnight; active compounds read low; cells stimulated with P. aeruginosa culture filtrate. activity change (cytotoxicity), % at 5 µM;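 active = corrected activity change at or below -50% at 5 µM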
TRAIL sens C8: caspase-8 TRAIL sensitization | NB7+C8 cells + TRAIL, ATPlite viability luminescence | inhibition (viability loss, TRAIL sensitization), % at 10 µM | 360,000 compounds, 1% hits | AID 624354;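 active = compounds causing at least 50% loss of cell viability in the single-dose screen, relative to plate controls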
iPSC survival up: increases survival of single human iPS cells. hiPSC single-cell survival, ATPlite luminescence; 100% = ROCK inhibitor wells, 0% = DMSO. survival enhancement, % at 20 µM. 360,000 compounds, 0.044% hits; in the data active = survival enhancement above about 18%;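 also: cells exposed to compounds for 16 hours before the ATP read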
Shn3 inh set2: reduces Shn3 3'UTR luciferase signal in osteoblasts; inhibition, % at 12.5 µM; 360,000 compounds, 0.52% hits; Clone20 osteoblast Shn3 3'UTR firefly luciferase, 24 h;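 active = mean inhibition of at least 75% with every replicate also reaching 75%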;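 also: 0% = median of neutral control wells and 100% = pilot-screen positive control compound; some compounds past the cut are filed as inactive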
TRPM1 prom inh: inhibitors of MITF-driven TRPM1 promoter in melanoma cells; AID 488899; 330,000 compounds, 0.83% hits; SK-MEL-5 TRPM1 promoter luciferase, 24 h; inhibition, % at 12.5 µM;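 active = mean inhibition across replicates of 60% or more, whatever share of single replicates reaches that level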; also: values of inactives mirror those of a sister screen read the other way
EBV LMP1 NFkB: reduces LMP1-driven NF-kappaB luciferase signal. LMP1-induced NF-kappaB luciferase reporter cells, luminescence. inhibition, % at 12.5 µM. 350,000 compounds, 0.69% hits. AID 504558; in the data active = inhibition above about 41%;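 also: 0% = neutral control wells and 100% = reference inhibitor control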
HIF-2a inh: HIF-2a inhibition; 786-0 RCC cells HIF-2a reporter, luciferase luminescence, overnight; inhibition, % at 18.8 µM; 360,000 compounds, 0.72% hits; AID 624352;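 active = inhibition of the luminescence signal of 40% or more relative to plate controls, in a single-dose primary screen at 18.75 µM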
Peg3 prom inh: Peg3 promoter activity inhibition; HeLa PEG-Prom luciferase reporter, luminescence, overnight; inhibition, % at 20 µM; 360,000 compounds, 1.7% hits;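 active = inhibition of at least 50% at 20 µM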
NR2E3 ag-2: activates human NR2E3 receptor; CHO-S Gal4-NCOR/VP16-NR2E3 two-hybrid, luciferase; inhibition of corepressor binding, % at 3.98 µM; 360,000 compounds, 0.35% hits; AID 602229;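 active = inhibition above the mean of all tested compounds plus 3 SD, cut at about 70% in these data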;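 also: 0% = DMSO with NR2E3 transfected cells and 100% = cells lacking NR2E3 construct; higher means lower luciferase signal from less NR2E3 corepressor binding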
CF NFkB inh: blocks PAF-induced NF-kB reporter in cystic fibrosis cells; inhibition, % at 5 µM; KKLEB NF-kB-GFP reporter, GFP fluorescence overnight; AID 588850; 360,000 compounds, 0.86% hits;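 active = at least 50% inhibition at 5 µM, scaled per plate between neutral and stimulator controls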;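 also: PAF is a Pseudomonas aeruginosa culture filtrate used as stimulus; plate controls were PAF-stimulated DMSO wells for no effect and unstimulated DMSO wells for full effect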
* = called active by the depositor; . = not tested or not shown. Some of the compounds tested; the hit share may differ from the screen's.

SMILES	NR2E3 ag-1	KKLEB cytotox	TRAIL sens C8	iPSC survival up	Shn3 inh set2	TRPM1 prom inh	EBV LMP1 NFkB	HIF-2a inh	Peg3 prom inh	NR2E3 ag-2	CF NFkB inh
COc1ccc(NC(=O)c2ccc(-c3ccc([N+](=O)[O-])cc3)o2)cc1OC	2	6	-1	-0.8	9	-9	-1	-4	38	-7	-9
C=CCn1c(=O)c2ccccc2n2c(SCC(=O)N3CCCc4ccccc43)nnc12	-2	7	7	-0.2	-4	-1	-2	7	4	-7	0
CCc1ccc(-n2ccc(=O)c(C(=O)O)n2)cc1	-1	-5	-11	-0.3	-9	-1	7	15	-8	3	-7
COc1ccc(C)cc1N(C(=O)c1cccc(F)c1)c1nc2ccccc2s1	2	13	3	-0.7	5	4	-3	5	13	-4	-12
COc1ccc(/C=N/n2c(C)nc3ccccc3c2=O)cc1	2	16	-2	-0.4	-52	-32	0	-94	-110	-3	-10
Cc1ccc2nc(COC(=O)c3cccnc3Cl)cc(=O)n2c1	.	-20	5	-1.4	-14	.	-24	0	-33	-36	2
CCOc1ccc(-n2c(SCC(=O)Nc3ccccc3C)n[nH]c2=O)cc1	-1	6	2	-0.6	11	-5	-4	15	13	-3	-15
O=C(c1cc2c(ccc3ccccc32)o1)N1CCN(c2ncc(C(F)(F)F)cc2Cl)CC1	0	-8	10	0.0	1	-2	4	2	3	-8	10
CCn1c(SCC(=O)NC2CCCc3ccccc32)nnc1-c1ccncc1 (configuration not stated)	-2	0	20	0.4	-2	-2	-4	7	0	8	3
COc1ccc2c(=O)cc(-c3cccnc3)oc2c1OC	-2	8	-14	0.4	-5	-4	12	1	-14	8	-2
CCn1c(=O)c(C(=O)NCCc2ccccc2)c(O)c2ccccc21	1	11	-7	0.8	3	13	-5	-4	11	-46	-2
CCC(NC(=O)Cn1cnc2c(=O)n(C)c(=O)n(C)c21)c1ccccc1 (configuration not stated)	2	-6	2	2.8	6	10	-4	16	1	4	-1
N#Cc1c(SCC(=O)O)nc(N2CCCCC2)c2c1CCCC2	5	1	8	-0.3	18	9	7	29	21	8	-10
COc1cccc(-n2cn[nH]c2=S)c1	1	12	2	-1.5	-19	12	-2	14	9	-25	2
O=C(NC1(C(F)(F)F)NC(=O)N(C2CCCC2)C1=O)C1CC1 (configuration not stated)	-1	0	-4	3.8	-2	-7	4	16	14	-12	-7
Cc1cc(CN2CCC(n3nccc3NC(=O)c3ccccc3Cl)CC2)cc(C)c1O	1	5	-9	0.7	-9	-2	-4	-2	-19	-7	-4
COc1ccc(CCNC(=O)c2ccc3c(c2)OCO3)cc1	10	-1	22	-0.7	-29	-40	-12	-119	-106	-60	5
Cc1ccc2c(CC(=O)OCC(=O)Nc3ccc(Cl)cn3)coc2c1	3	-4	1	-0.5	-16	5	3	10	-4	13	7
COCCCNC(=S)N1CCCN(c2nc3cc(C)ccc3cc2C#N)CC1	0	-16	6	-0.8	2	3	7	3	12	-2	3
COc1ccc(S(=O)(=O)N=C2C=C(C)C(=O)C(C)=C2)cc1	1	1	-14	-0.1	7	-2	1	0	1	-8	5
Cn1c(CNc2ccccc2)cc(=O)n(C)c1=O	3	13	-18	4.0	5	-2	0	32	-5	4	-5
Cc1cc(C(=O)COC(=O)c2ccc(N)c([N+](=O)[O-])c2)c(C)n1-c1ccc2c(c1)OCO2	1	-12	29	-0.9	63	14	13	-17	-17	15	17
O=C(NCCc1ccccc1)C1CCN(S(=O)(=O)c2ccc(-c3nn[nH]n3)cc2)CC1	2	-11	-11	3.9	-18	12	4	8	-14	-6	5
CCOCCn1c(CN2CCCCC2)nc2c1c(=O)n(C)c(=O)n2C	2	8	-3	-0.3	13	.	-23	4	0	-17	-2
CCCCOc1ccc(/C(O)=C2/C(=O)C(=O)N(CCN(C)C)C2c2ccc(O)c(OC)c2)cc1 (configuration not stated)	2	-4	-6	-0.4	14	8	6	2	-1	-9	1
Cc1cccc(CN2CCN(CC(=O)N3CCCC3)C2=O)c1	-1	17	-7	-0.5	9	-8	10	-2	9	11	-13
C=CCN1C(=O)CSC1=Nc1ccc(O)cc1	4	3	-11	1.1	20	-2	0	-4	8	4	-7
CCCCn1c(=NC(=O)c2cccnc2)c(C(=O)OCC)cc2c(=O)n3ccccc3nc21	.	3	-7	-1.3	7	-2	9	16	29	-13	-18
COC(=O)C1=CN(CC2CCCO2)C=C(C(=O)OC)C1c1cccc(O)c1 (configuration not stated)	-1	10	8	-0.9	12	-13	5	18	6	-13	-26
CCC(=O)N1CCc2cc(S(=O)(=O)NCCC(=O)Nc3cc(C)cc(C)c3)ccc21	-1	-3	-10	0.7	-54	12	0	12	20	9	-5

The list goes on, starting with the last six of the part before.
SMILES	NR2E3 ag-1	KKLEB cytotox	TRAIL sens C8	iPSC survival up	Shn3 inh set2	TRPM1 prom inh	EBV LMP1 NFkB	HIF-2a inh	Peg3 prom inh	NR2E3 ag-2	CF NFkB inh
CCCCOc1ccc(/C(O)=C2/C(=O)C(=O)N(CCN(C)C)C2c2ccc(O)c(OC)c2)cc1 (configuration not stated)	2	-4	-6	-0.4	14	8	6	2	-1	-9	1
Cc1cccc(CN2CCN(CC(=O)N3CCCC3)C2=O)c1	-1	17	-7	-0.5	9	-8	10	-2	9	11	-13
C=CCN1C(=O)CSC1=Nc1ccc(O)cc1	4	3	-11	1.1	20	-2	0	-4	8	4	-7
CCCCn1c(=NC(=O)c2cccnc2)c(C(=O)OCC)cc2c(=O)n3ccccc3nc21	.	3	-7	-1.3	7	-2	9	16	29	-13	-18
COC(=O)C1=CN(CC2CCCO2)C=C(C(=O)OC)C1c1cccc(O)c1 (configuration not stated)	-1	10	8	-0.9	12	-13	5	18	6	-13	-26
CCC(=O)N1CCc2cc(S(=O)(=O)NCCC(=O)Nc3cc(C)cc(C)c3)ccc21	-1	-3	-10	0.7	-54	12	0	12	20	9	-5
Oc1ccc2c(c1)C1CCCC1(N1CCOCC1)O2 (configuration not stated)	0	-1	14	-2.2	-4	-5	-3	26	19	-16	8
O=C(O)CCCc1ccc2ccc3cccc4ccc1c2c34	0	0	6	0.0	1	-2	-2	31	8	0	-11
CCN(CC)CCCN(Cc1cc2cc3c(cc2[nH]c1=O)OCO3)C(=S)NCCCN(C)C	2	2	0	-0.3	-19	-1	10	16	9	-11	5
COCC(=O)OCC(=O)Nc1ccc(Cl)cc1[N+](=O)[O-]	-2	-7	1	-0.1	3	4	-1	15	-5	-23	8
C=CCN(C(=O)c1csnn1)C(C(=O)NCc1ccc(F)cc1)c1cccs1 (configuration not stated)	4	-1	-3	-0.8	-2	5	7	3	1	-20	-5
O=C(OC(c1ccccc1)c1nccc2ccccc12)c1ccccc1 (configuration not stated)	.	-12	32	-0.1	50	28	4	-31	-25	75*	23
CN1C(=O)C2(Nc3ccccc3-c3nc4ccccc4n32)c2ccccc21 (configuration not stated)	-3	-1	-7	-1.2	-15	12	-1	3	13	-6	-20
Cc1nc(NC(=O)COC(=O)CCC(=O)c2cccs2)c(Cl)cc1Cl	2	2	22	2.6	-9	-9	-4	4	-3	11	-4
CCOc1ccccc1NC(=O)COC(=O)c1cnc(C)cn1	-1	9	4	0.3	-9	.	-1	6	2	0	3
c1ccc(CN(Cc2ccccc2)c2c3c(nc4ncnn24)CCC3)cc1	2	-2	7	-0.4	-2	-3	-2	27	12	-7	-6
CN(C)C(=O)CNc1ccn2nc(-c3cccc(Cl)c3)cc2n1	.	10	-8	1.2	-25	.	.	-177	-199	-78	-37
O=C(CCN1CCN(Cc2ccccc2)CC1)Nc1cccc(Cl)c1	-3	-4	13	-0.7	6	2	7	15	17	19	16
Cc1cc(C)nc(SCc2ccc(C(=O)N/N=C/c3cccnc3)cc2)n1	5	-18	-16	0.3	15	6	4	25	7	-5	28
CC(C)(C)C1CCC(OC(=O)c2cncc(Br)c2)CC1 (configuration not stated)	1	-1	5	0.0	-13	-21	-36	-29	-80	-12	9
COc1ccccc1CNC(=O)CCS(=O)(=O)c1ccc2c(c1)CCN2C(C)=O	-2	-12	-14	0.0	-2	0	-5	20	6	-5	6
Cc1sc2c(c1C)c(=O)n(-c1ccccc1)c1nnc(C)n21	-2	25	-5	0.4	-6	1	3	11	22	-7	-13
CCOCCc1c(O)nc(SCCOc2ccc(C)c(C)c2)[nH]c1=O	1	2	8	-0.4	-35	2	-5	27	21	-4	-2
CCc1ccc(CN(C)C(=O)CCc2nnc(-c3ccc(-c4ccccc4)cc3)o2)nc1	1	3	0	-0.4	29	12	5	-2	-80	-21	5
COc1ccc(OC)c(-c2cc(C(=O)Nc3cc(C)on3)no2)c1	-4	-5	1	4.0	4	12	9	-30	22	8	10
Cc1ccc(-n2cc(CNCCc3cscn3)c(-c3ccc(F)cc3)n2)cc1	2	-6	1	-2.0	31	46	8	-136	-23	-2	-2
CC(C)NC(=O)c1c(CSc2ccccc2)noc1C(=O)NCc1ccccc1	3	-18	-13	0.1	-18	-24	-5	12	15	-17	-6
CC(C)(C)C(=O)CSc1ncnc2c1cnn2-c1ccccc1	4	8	19	-0.8	-86	.	.	-257	-302	-32	-20
C=CCNC(N)=S	-1	29	2	0.4	-7	-2	2	12	9	-2	-23
O=C(COc1cccc(C(F)(F)F)c1)Nc1ccc(S(=O)(=O)N2CCCCC2)cc1	-5	-4	18	0.1	20	-2	-2	7	35	5	-11
Cc1ccc(/C=C/C(=O)NC2CCS(=O)(=O)C2)cc1 (configuration not stated)	2	13	-1	-0.1	-10	-12	0	-14	-9	-9	-13

5 compounds from above, limited to NR2E3 ag-2 and TRPM1 prom inh.
SMILES	NR2E3 ag-2	TRPM1 prom inh
CCc1ccc(CN(C)C(=O)CCc2nnc(-c3ccc(-c4ccccc4)cc3)o2)nc1	-21	12
COc1ccc(OC)c(-c2cc(C(=O)Nc3cc(C)on3)no2)c1	8	12
Cc1ccc(-n2cc(CNCCc3cscn3)c(-c3ccc(F)cc3)n2)cc1	-2	46
CC(C)NC(=O)c1c(CSc2ccccc2)noc1C(=O)NCc1ccccc1	-17	-24
CC(C)(C)C(=O)CSc1ncnc2c1cnn2-c1ccccc1	-32	.
